M1 ag = agonists of M1 muscarinic receptor. B-score at 10 µM. AID 626. CHO-M1 cells, Fluo-4 calcium fluorescence, agonist mode; active compounds read high. actives 3% (n = 64,000);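 active means fluorescence rise, raw or as B-score row- and column-corrected plate score, outside the 99.7% band of its plate's samples, either direction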
Ecoli tolC = blocks growth of E. coli BW25113 tolC mutant; growth inhibition, % at 10 µM (by protocol); AID 573; actives 2.2% (n = 65,000); OD615;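 active means growth inhibition at or above a cutoff equal to the mean over every tested compound plus 3 SD, cut at about 60% in these data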;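 further: growth measured after 20 h incubation at 37 °C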
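Signal: optical density read at 615 nm; Assay system: E. coli ΔtolC::kan strain BW25113; Times: 20 h incubation with compound, 37 °C; Dosing: 10 µM final, single dose.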
E coli RNAP = Escherichia coli RNA polymerase inhibition. actives 0.2% (n = 62,000). inhibition, %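 (tested at 10 µM)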. AID 559. E. coli RNA polymerase, fluorescence transcription assay. P0A8V2; in the data active means inhibition above about 20%;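 further: 0% = enzyme without compound and 100% = no enzyme blank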
Autofluor 339 = intrinsic fluorescence of library compounds, ex339/em460 – biochemical, MLSMR library, data from DPM-DC assay, artefact control, profiling panel | compound autofluorescence, ex339/em460 nm, NADH buffer; active compounds read high; 1 = no-compound wells, NADH background | fluorescence fold increase at 10 µM | actives 5.5% (n = 65,000) | AID 709;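 active means at 10 µM, mean starting fluorescence two-fold or more over control wells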;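 further: signal is the first read of a kinetic run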
SF-1 act = activates the human nuclear receptor SF-1 | Q13285 | CHO-K1 Gal4-SF-1 LBD luciferase reporter; % increase over DMSO SF-1-specific signal | activation, % at 10 µM | actives 1.9% (n = 65,000) | AID 522;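 active means activation above the mean activation of all tested compounds plus 3 SD, cut at about 50% in these data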
Target sequence (Q13285 whole entry, looked up, the tested form may be a part): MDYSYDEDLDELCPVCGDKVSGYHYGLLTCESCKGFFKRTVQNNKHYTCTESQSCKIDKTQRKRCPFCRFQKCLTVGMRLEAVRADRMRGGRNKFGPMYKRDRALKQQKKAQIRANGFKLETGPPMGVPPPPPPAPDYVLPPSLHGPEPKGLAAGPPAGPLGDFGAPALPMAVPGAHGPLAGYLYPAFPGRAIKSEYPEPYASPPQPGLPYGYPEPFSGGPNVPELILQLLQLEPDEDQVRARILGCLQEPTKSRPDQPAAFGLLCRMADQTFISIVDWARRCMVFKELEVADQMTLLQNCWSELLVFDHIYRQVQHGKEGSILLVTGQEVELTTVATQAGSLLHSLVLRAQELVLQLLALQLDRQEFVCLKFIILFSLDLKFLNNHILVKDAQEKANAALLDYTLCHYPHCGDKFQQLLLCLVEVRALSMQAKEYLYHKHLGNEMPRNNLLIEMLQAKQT
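material = CHO-K1 cells with Gal4–hSF-1 LBD chimera plus Gal4-driven luciferase | compound = 10 µM single point, 1% DMSO | incubation = 20 h compound exposure at 37 °C after 1 h cell settling | measured by = SteadyLite luciferase luminescence | evaluation = percent activation relative to DMSO median and mock-transfected background | control set = DMSO negative control and −SF1 background wells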
M1 antag = M1 muscarinic receptor (rat) antagonism | P08482 | CHO-M1 cells, Fluo-4 calcium, ACh EC80 antagonist mode; active compounds read low | B-score at 10 µM | actives 3.4% (n = 64,000);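 active means calcium fluorescence response, raw or row-and-column corrected B-score, differing from the plate sample mean either way at a set confidence level, mostly lower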
TNAP act mid DEA = activates human TNAP at intermediate phosphate acceptor concentration; 64,000 tested, under 10 active; purified TNAP, CDP-star luminescence, 100 mM DEA, 30 min; active compounds read high; scale: 0 levamisole-inhibited, 1 vehicle-only enzyme; P05186; activation factor at 20 µM;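 active means activation factor of at least 2 at 20 µM, relative to controls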
NADH enzymes = blocks coupling enzymes of NAD/NADH assays; AID 774; coupled PK/LDH NADH assays, four targets; IC50, µM (top dose mostly 10 µM), inactives show top-dose inhibition; actives 0.02% (n = 65,000);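 active means single-dose screening hits from any of four coupled enzyme assays that gave an IC50 when retested across doses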;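 further: the DPM-DC format reads NADH fluorescence rather than 340 nm absorbance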
RORa activator = activators of human nuclear receptor RORA; CHO-K1 Gal4-RORA LBD luciferase reporter, luminescence; percent increase over mock-subtracted basal signal; activation, % at 10 µM; actives 1.5% (n = 65,000);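 active means activation above the mean of all tested compounds plus 3 SD, cut at about 49% in these data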;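 further: 0% = DMSO-treated RORA cells and 100% = added signal equal to DMSO minus mock-transfected cells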
Target sequence (P35398 whole entry, looked up, the tested form may be a part): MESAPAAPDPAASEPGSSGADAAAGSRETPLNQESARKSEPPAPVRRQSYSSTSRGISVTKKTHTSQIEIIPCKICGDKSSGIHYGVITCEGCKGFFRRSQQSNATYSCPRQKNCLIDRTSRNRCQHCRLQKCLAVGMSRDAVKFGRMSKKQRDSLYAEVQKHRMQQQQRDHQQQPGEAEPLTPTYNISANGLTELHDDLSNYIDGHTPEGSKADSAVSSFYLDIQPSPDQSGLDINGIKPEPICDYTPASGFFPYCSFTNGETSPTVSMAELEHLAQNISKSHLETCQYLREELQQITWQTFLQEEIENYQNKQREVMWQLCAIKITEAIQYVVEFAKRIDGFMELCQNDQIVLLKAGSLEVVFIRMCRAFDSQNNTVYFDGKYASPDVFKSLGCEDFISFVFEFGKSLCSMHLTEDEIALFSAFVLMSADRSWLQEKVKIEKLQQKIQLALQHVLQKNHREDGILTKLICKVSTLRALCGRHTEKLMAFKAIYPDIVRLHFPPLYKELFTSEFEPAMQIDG
* = called active by the depositor.

For NC(=O)CN(c1ccccc1)C1SC(=O)N(Cc2ccccc2)C1=O (stereo not drawn) the results were M1 ag 0.097, Ecoli tolC -10, E coli RNAP 8, Autofluor 339 0.99, SF-1 act 6, M1 antag 0.93, TNAP act mid DEA 1, NADH enzymes 8% and RORa activator 1.
`CCN(CC)Cc1csc(C(N)=O)c1` gave M1 ag -0.65, Ecoli tolC -22, E coli RNAP 3, Autofluor 339 1.1, SF-1 act 3, M1 antag -0.53, TNAP act mid DEA 0.9, NADH enzymes 3% and RORa activator 0.
Cc1cnc(NC(=O)CSc2nc3ccccc3c(=O)[nH]2)s1 was read as M1 ag -0.029, Ecoli tolC 5, E coli RNAP 3, Autofluor 339 1.1, SF-1 act -2, M1 antag -0.0032, TNAP act mid DEA 0.8, NADH enzymes 2% and RORa activator 7.
Cc1ccc(S(=O)(=O)NC(=O)N2CCCC(C)(C)C2)cc1 was read as M1 ag 1.1, Ecoli tolC -23, E coli RNAP 7, Autofluor 339 1.2, SF-1 act -10, M1 antag -1.4, TNAP act mid DEA 0.9, NADH enzymes 1% and RORa activator -18.
Cc1nnc2n(-c3ccccc3)c(=O)c3c4c(sc3n12)COC(C(C)C)C4 (stereo not drawn) was read as M1 ag 0.42, Ecoli tolC -3, E coli RNAP 7, Autofluor 339 1.1, SF-1 act -2, M1 antag -0.068, TNAP act mid DEA 0.9, NADH enzymes 2% and RORa activator 5.
For COC(=O)c1ccc(CSc2nnnn2-c2ccc(C)cc2C)o1 the results were M1 ag 0.055, Ecoli tolC 22, E coli RNAP 9, Autofluor 339 1.1, SF-1 act -16, M1 antag -1.5, TNAP act mid DEA 1, NADH enzymes 3% and RORa activator -21.
For CC(C)NC(=O)N1CCOCCOCCN(C(=O)NC(C)C)CCOCCOCC1 the results were M1 ag -0.36, Ecoli tolC 9, E coli RNAP 9, Autofluor 339 1.1, SF-1 act 1, M1 antag -0.15, TNAP act mid DEA 0.9, NADH enzymes 3% and RORa activator 12.
For CCOC(=O)N1CCC(NC(=O)CCN2C(=O)COc3ccccc32)CC1 the results were M1 ag 1.1, Ecoli tolC -4, E coli RNAP 11, Autofluor 339 1, SF-1 act -6, M1 antag 0.28, TNAP act mid DEA 0.9, NADH enzymes 3% and RORa activator -18.
`CCS(=O)(=O)N1CCC(C(=O)NCCc2ccc(C)cc2)CC1` gave M1 ag -0.1, Ecoli tolC -12, E coli RNAP 5, Autofluor 339 1.1, SF-1 act 6, M1 antag -0.026, TNAP act mid DEA 0.8, NADH enzymes 3% and RORa activator -4.
Screening COc1ccc(C(=O)C2CCN(S(=O)(=O)c3ccc4c(c3)OCCO4)CC2)cc1 returned M1 ag 1.3, Ecoli tolC 21, E coli RNAP 5, Autofluor 339 1.1, SF-1 act -2, M1 antag -1.2, TNAP act mid DEA 0.9, NADH enzymes 5% and RORa activator -12.
COC(=O)c1cc(-c2ccc(Br)cc2)n[nH]1 was read as Ecoli tolC -15, E coli RNAP 7, Autofluor 339 1.1, SF-1 act 2, TNAP act mid DEA 0.4, NADH enzymes 7% and RORa activator 6.
For O=c1c2cnn(-c3ccc(F)cc3)c2ncn1Cc1cccnc1 the results were M1 ag 0.4, Ecoli tolC -25, E coli RNAP 6, Autofluor 339 1.1, SF-1 act -10, M1 antag 1.4, TNAP act mid DEA 0.9, NADH enzymes 9% and RORa activator 1.
CN(CCNC(=O)C1CC(=O)N(C2CCCC2)C1)Cc1ccccc1 (stereo not drawn) was read as M1 ag 0.011, Ecoli tolC -22, E coli RNAP 10, Autofluor 339 1.1, SF-1 act 12, M1 antag -0.73, TNAP act mid DEA 1, NADH enzymes 4% and RORa activator 0.
For COC(=O)c1cc(NC(=O)CC2C(=O)NCCN2C(=O)c2ccccc2)cc(C(=O)OC)c1 (stereo not drawn) the results were M1 ag 0.57, Ecoli tolC -7, E coli RNAP 6, Autofluor 339 1.1, SF-1 act -1, M1 antag -0.13, TNAP act mid DEA 0.9, NADH enzymes 8% and RORa activator -9.
O=C(O)c1cc(O)ccc1-c1ccc(O)cc1 was read as M1 ag 1.7, E coli RNAP -2, Autofluor 339 1.1, SF-1 act 3, M1 antag -0.32, TNAP act mid DEA 0.9, NADH enzymes 7% and RORa activator 27.
O=C(O)C1OC(C(=O)O)C2C1C(F)(F)C2(F)F (stereo not drawn) was read as M1 ag -0.4, Ecoli tolC -17, E coli RNAP 4, Autofluor 339 1, SF-1 act 4, M1 antag 0.36, TNAP act mid DEA 0.9, NADH enzymes 4% and RORa activator -2.
Screening N#Cc1ccccc1NC(=O)COC(=O)CSc1nc2ccccc2o1 returned M1 ag -1.2, Ecoli tolC -20, E coli RNAP 3, Autofluor 339 1.1, SF-1 act 12, M1 antag 0.6, TNAP act mid DEA 0.9, NADH enzymes 6% and RORa activator -7.
c1ccc2c(c1)nnn1c3ccccc3nc21 was read as M1 ag 0.5, Ecoli tolC 16, E coli RNAP 3, Autofluor 339 1.1, SF-1 act 23, M1 antag -1.6, TNAP act mid DEA 0.9, NADH enzymes 1% and RORa activator 25.
For N#C/C(C(=O)NCc1ccccc1)=C1\SC(CCO)C(=O)N1c1ccccc1 (stereo not drawn) the results were M1 ag -0.3, Ecoli tolC 9, E coli RNAP -12, Autofluor 339 1.1, SF-1 act 8, M1 antag -1.2, TNAP act mid DEA 1, NADH enzymes 2% and RORa activator -19.
CCC(=O)Nc1nc2cc(OC)ccc2s1 was read as M1 ag 0.14, Ecoli tolC -16, Autofluor 339 1.1, SF-1 act 1, M1 antag 0.23, TNAP act mid DEA 0.9, NADH enzymes 5% and RORa activator 14.

Three entries already listed, ordered by molar mass, low to high:
O=C(O)C1OC(C(=O)O)C2C1C(F)(F)C2(F)F (stereo not drawn) was read as M1 ag -0.4, Ecoli tolC -17, E coli RNAP 4, Autofluor 339 1, SF-1 act 4, M1 antag 0.36, TNAP act mid DEA 0.9, NADH enzymes 4% and RORa activator -2.
COC(=O)c1cc(-c2ccc(Br)cc2)n[nH]1 was read as Ecoli tolC -15, E coli RNAP 7, Autofluor 339 1.1, SF-1 act 2, TNAP act mid DEA 0.4, NADH enzymes 7% and RORa activator 6.
For COC(=O)c1ccc(CSc2nnnn2-c2ccc(C)cc2C)o1 the results were M1 ag 0.055, Ecoli tolC 22, E coli RNAP 9, Autofluor 339 1.1, SF-1 act -16, M1 antag -1.5, TNAP act mid DEA 1, NADH enzymes 3% and RORa activator -21.

Other entries:
For COc1ccccc1C(=O)N1CCN(c2ccccn2)CC1 the results were M1 ag 0.32, Ecoli tolC -4, E coli RNAP 5, Autofluor 339 1.2, SF-1 act 12, M1 antag -0.66, TNAP act mid DEA 1, NADH enzymes 2% and RORa activator -15.
Cc1ccc(C)c(N2CCN(c3cc(C)nc4nnnn34)CC2)c1 was read as M1 ag -0.074, Ecoli tolC -2, E coli RNAP 6, Autofluor 339 1.2, SF-1 act -21, M1 antag -0.32, TNAP act mid DEA 0.9, NADH enzymes 2% and RORa activator 4.
CCN(CC)CCN1C(=O)C(O)=C(C(C)=O)C1c1ccc(OC)c(OC)c1 (stereo not drawn) was read as M1 ag 0.42, Ecoli tolC 14, E coli RNAP 12, Autofluor 339 1.1, SF-1 act 7, M1 antag 0.049, TNAP act mid DEA 0.9, NADH enzymes 3% and RORa activator -11.
CN(Cc1ccccc1)S(=O)(=O)c1ccc2c(c1)n(C)c(=O)n2C was read as M1 ag 1.5, Ecoli tolC -1, E coli RNAP 8, Autofluor 339 1.1, SF-1 act -4, M1 antag -2.3, TNAP act mid DEA 1, NADH enzymes 5% and RORa activator -22.
Screening Cc1cc(OCC(=O)c2ccc(F)cc2)ccc1N1C(=O)CCC1=O returned M1 ag 0.87, Ecoli tolC 0, E coli RNAP -5, Autofluor 339 1.1, SF-1 act -1, M1 antag 0.24, TNAP act mid DEA 0.9, NADH enzymes 8% and RORa activator -2.
Screening CC1CCCCN1S(=O)(=O)c1ccc(C(=O)Nc2nnc(-c3cccs3)o2)cc1 (stereo not drawn) returned M1 ag 0.7, Ecoli tolC 99*, E coli RNAP 2, Autofluor 339 0.99, SF-1 act -49, M1 antag 1.1, TNAP act mid DEA 1, NADH enzymes 10% and RORa activator -33.
CC(C)N(Cc1nc(-c2ccccc2)no1)C(=O)Cc1ccccc1 was read as M1 ag 0.26, Ecoli tolC 15, E coli RNAP 5, Autofluor 339 1.1, SF-1 act -2, M1 antag -0.95, TNAP act mid DEA 1, NADH enzymes 0% and RORa activator 21.
COc1ccc(-c2nnc(SC(C)C#N)o2)cc1 (stereo not drawn) was read as M1 ag -0.7, Ecoli tolC -17, E coli RNAP 4, Autofluor 339 1.1, SF-1 act 27, M1 antag 0.17, TNAP act mid DEA 0.9, NADH enzymes 0% and RORa activator 13.
For Cn1c(=O)oc2cc(S(=O)(=O)N3CCN(c4ccccc4)CC3)ccc21 the results were M1 ag -0.86, Ecoli tolC -19, E coli RNAP 2, Autofluor 339 1.1, SF-1 act -14, M1 antag -0.44, TNAP act mid DEA 0.9, NADH enzymes 6% and RORa activator -6.
For CCC(C)NC(=O)c1ccc(NC(=O)C2CCCO2)cc1 (stereo not drawn) the results were M1 ag 1.3, Ecoli tolC -5, E coli RNAP 0, Autofluor 339 1.1, SF-1 act 6, M1 antag 0.54, TNAP act mid DEA 0.9, NADH enzymes 7% and RORa activator 15.
`N#Cc1cc2sc3nnc(-c4ccncc4)n3c2cc1C#N` gave M1 ag -0.25, Ecoli tolC 16, E coli RNAP -5, Autofluor 339 1.1, SF-1 act -28, M1 antag -0.25, TNAP act mid DEA 0.8, NADH enzymes 3% and RORa activator -26.
`CC(C)OCCCNC(=O)c1ccc(N(C)S(C)(=O)=O)cc1` gave M1 ag -0.24, Ecoli tolC 1, E coli RNAP 3, Autofluor 339 1.1, SF-1 act 17, M1 antag -0.52, TNAP act mid DEA 0.9, NADH enzymes 0% and RORa activator 22.
Screening COC(=O)c1ccc(NS(=O)(=O)c2ccc(SC)cc2)cc1 returned M1 ag -0.24, Ecoli tolC 21, E coli RNAP 11, Autofluor 339 1.1, SF-1 act 5, M1 antag -0.48, TNAP act mid DEA 1, NADH enzymes 3% and RORa activator -14.
Screening O=c1[nH]c2cc3c(cc2cc1CN(Cc1cccs1)Cc1nnnn1Cc1ccco1)OCCO3 returned M1 ag 0.13, Ecoli tolC 16, E coli RNAP 8, Autofluor 339 2.4*, SF-1 act 9, M1 antag -0.016, TNAP act mid DEA 0.9, NADH enzymes 11% and RORa activator 9.
Screening COc1ccccc1-c1nnc(SCc2ccccn2)n1C returned M1 ag -0.01, Ecoli tolC -22, E coli RNAP -20, Autofluor 339 1.1, SF-1 act 10, M1 antag -1.3, TNAP act mid DEA 0.8, NADH enzymes 2% and RORa activator -9.
Screening COCCN1CN=C(Nc2nc3ccccc3s2)NC1 returned M1 ag 0.23, Ecoli tolC -16, Autofluor 339 1.1, SF-1 act 14, M1 antag 0.11, TNAP act mid DEA 1, NADH enzymes 2% and RORa activator 18.
`CC1(C)CNC(=O)C=C(c2ccccc2)C1` gave M1 ag 0.15, Ecoli tolC -11, E coli RNAP 10, Autofluor 339 1, SF-1 act 1, M1 antag -0.18, TNAP act mid DEA 1, NADH enzymes 2% and RORa activator -15.
Screening COc1ccc(CCNC(=O)CCSc2nc(-c3ccco3)cc(C(F)(F)F)n2)cc1 returned M1 ag -0.76, Ecoli tolC 8, E coli RNAP 8, Autofluor 339 1.1, SF-1 act -9, M1 antag 0.31, TNAP act mid DEA 0.9, NADH enzymes 2% and RORa activator -12.

Assay outcomes from PubChem BioAssay.
